Screens (PubChem)
DT40 TDP1 CPT: growth inhibition of DT40 Tdp1-/-;hTDP1 cells with camptothecin (screen for TDP1 inhibitors); Potency, µM (highest dose often 46.2 µM), for the others: at the top dose activity change, negative = growth inhibition, hits mostly inhibitors; 420,000 tested, 12% active; AID 686979; chicken DT40 Tdp1-/-;hTDP1 cells + 20 nM CPT, ATP luminescence, 48 h; also: nearly all actives have a fitted effect of over 55% in size
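Cell growth measured by CellTiter-Glo luminescence after a minimum 48 h, 37 C compound exposure with 20 nM CPT in Tdp1-knockout DT40 cells stably expressing hTDP1, seeded 400/well; qHTS titration format.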
TDP1 inh: TDP1 (human) enzyme inhibition; recombinant TDP1, AlphaScreen DNA substrate cleavage; Potency, µM (series often up to 130 µM), for inactives: at the highest dose activity change, negative = inhibition, actives largely listed as inhibitors; 350,000 tested, 0.28% active; AID 485290; also: nearly all actives have a fitted effect of over 40% in size
Target sequence (Q9NUW8 whole entry, looked up): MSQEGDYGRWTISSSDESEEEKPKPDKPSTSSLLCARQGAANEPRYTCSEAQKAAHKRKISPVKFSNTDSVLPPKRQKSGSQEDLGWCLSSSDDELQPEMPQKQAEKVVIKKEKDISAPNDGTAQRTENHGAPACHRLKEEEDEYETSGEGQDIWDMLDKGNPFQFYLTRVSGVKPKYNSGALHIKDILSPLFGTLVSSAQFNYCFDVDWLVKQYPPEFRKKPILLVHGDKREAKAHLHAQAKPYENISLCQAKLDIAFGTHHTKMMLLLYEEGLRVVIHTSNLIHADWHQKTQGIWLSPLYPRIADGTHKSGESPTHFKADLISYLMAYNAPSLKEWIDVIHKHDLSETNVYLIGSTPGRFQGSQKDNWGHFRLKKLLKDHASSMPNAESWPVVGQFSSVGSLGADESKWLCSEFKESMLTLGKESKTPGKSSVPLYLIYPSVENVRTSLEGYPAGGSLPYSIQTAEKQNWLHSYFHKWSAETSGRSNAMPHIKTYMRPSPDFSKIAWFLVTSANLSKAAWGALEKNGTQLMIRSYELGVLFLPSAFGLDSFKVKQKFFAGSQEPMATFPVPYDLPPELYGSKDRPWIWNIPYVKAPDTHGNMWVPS
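Enzyme-compound mixtures sat 15 min at room temperature, followed by a 5 min reaction with 15 nM final substrate and 10 min with AlphaScreen beads. Recombinant human Tdp1 was used at 1 nM final.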
DT40 TDP1 no CPT: qHTS for Inhibitors of human tyrosyl-DNA phosphodiesterase 1 (TDP1): qHTS in cells in absence of CPT | DT40 Tdp1-/- hTDP1 cells, no CPT, ATP luminescence, 48 h | 420,000 tested, 15% active | AID 686978, 2013 | Potency, µM (highest dose often 46.2 µM), for inactives: top-dose activity change, negative = growth inhibition, most hits filed as inhibitors; also: nearly all actives have a fitted effect of over 55% in size
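Chicken DT40 Tdp1-/- cells stably complemented with human TDP1 were seeded at 400 cells/well with DMSO in place of 20 nM camptothecin. After compound pinning, cells grew at least 48 hr at 37 °C; viability read by CellTiter-Glo luminescence.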
Starred values were filed as active, the others as inactive; ? = inconclusive; nt = no result given; & = joins results of further samples; [ ] = dose if it differs, or a comment. Calls follow the shape of the dose curve; as a rule, active = well fitted curve in the direction sought with a large enough effect; inconclusive = small, poorly fitted or top-dose-only effect, or another doubt; inactive = no such curve, though single readings can be large; an effect the other way counts as inactive or inconclusive. % is scaled to controls: 0 for no effect and ±100 for the full control effect; potency is read from the fitted curve at half-maximal effect.

SMILES	DT40 TDP1 CPT	TDP1 inh	DT40 TDP1 no CPT
CCS(=O)(=O)C1=NN2C(=N)/C(=C\c3ccc(OCCOc4cccc(OC)c4)c(OC)c3)C(=O)N=C2S1	-17%	nt	15%
C#CCSc1nsc(SCC#C)c1C#N	?	-8%	?
Cc1ccc(S(=O)(=O)N2[C@@H](Cc3ccccc3)CO[C@H]2CC(=O)c2cccs2)cc1	?	nt	?
CC(NC(=O)CN(c1ccc(Cl)cc1Cl)S(=O)(=O)c1ccccc1)c1ccccc1 (stereo not given)	?	-1%	?
CC[C@H]1OC(=O)[C@H](C)[C@@H](O[C@H]2C[C@@](C)(OC)[C@@H](O)[C@H](C)O2)[C@H](C)[C@@H](O[C@@H]2O[C@H](C)C[C@H](N(C)C)[C@H]2O)[C@](C)(OC)C[C@@H](C)C(=O)[C@H](C)[C@@H](O)[C@]1(C)O	6%&-23%	-3%	-29%&-19%
Cc1cccc(OCC(=O)N/N=C\c2cc3c(cc2[N+](=O)[O-])OCO3)c1C	-15%	4%	?
Cc1onc(-c2ccccc2Cl)c1C(=O)Nc1nnc(-c2ccc(F)cc2)s1	-4%	-3%	-27%
O=C(CCNc1ccc(Cl)c(C(F)(F)F)c1)c1ccco1	7.3µM*	0%	9.2µM*
COc1cc2c(cc1OC)-c1cc(N3CCCCCC3)nc(=O)n1CC2	?	5%	?
Cc1c(NC(=O)COC(=O)c2ccc(Cl)nc2)c(=O)n(-c2ccccc2)n1C	4%	-9%	-7%
COc1ccc2nc(NC(=O)c3nc(S(=O)(=O)Cc4ccccc4F)ncc3Cl)sc2c1	0.92µM*	0%	1.5µM*
COc1ccc(CNC(=O)Nc2nc(C(N)c3ccccc3)cs2)cc1 (stereo not given)	?	nt	21µM*
COCCNC(=O)CN(C(=O)CCC(=O)Nc1ccccn1)c1ccc(C)c(C)c1	31%[activator]	nt	5%
COc1ccc(/C=C(\NC(=O)c2cccs2)C(=O)NCc2ccco2)cc1OC	9%	nt	0%
OC(CNC1CCCC1)COc1ccccc1Br (stereo not given)	-18%	nt	?
CCn1c(C(=O)N2CCc3ccccc3C2)cc2oc3ccccc3c21	?	2%	?
COc1ccc(N2CCN(C(CNC(=O)OCc3ccccc3)c3ccco3)CC2)cc1 (stereo not given)	?	11%	?
COC(=O)[C@]1(C)N[C@H](CN(C)C(=O)Nc2ccc(C(F)(F)F)cc2)[C@@H]2C(=O)N(C)C(=O)[C@@H]21	-18%	2%	-4%
CCOC(=O)c1c(NC(=O)COC(=O)CNC(=O)c2ccco2)sc(C)c1C	5.8µM*	0%	?
Cc1ccc(Oc2ncccc2N)c2c1CCC2	7%	4%	-2%
O=C(OCCOc1ccccc1)c1n[nH]c2ccccc12	-5%	5%	-10%
Cc1ccc(C(=O)OCC(=O)NC(=O)c2ccc(C(C)(C)C)cc2)c(O)c1	-4%	nt	-2%
CC(C)(C)N(Cc1ccccc1)C(=O)CN1C(=O)NC2(CCCCCC2)C1=O	?	1%	-4%
NC(=O)c1cc(S(=O)(=O)N2CCc3ccccc3C2)cs1	?	nt	?
COc1ccc2c(c1)C(=O)N(c1ccccc1OC)C(=O)C2(C)C	?	2%	-18%

Three compounds already listed, arranged by molar mass, largest number first:
SMILES	DT40 TDP1 CPT	TDP1 inh	DT40 TDP1 no CPT
Cc1ccc(C(=O)OCC(=O)NC(=O)c2ccc(C(C)(C)C)cc2)c(O)c1	-4%	nt	-2%
COc1ccc(CNC(=O)Nc2nc(C(N)c3ccccc3)cs2)cc1 (stereo not given)	?	nt	21µM*
CCn1c(C(=O)N2CCc3ccccc3C2)cc2oc3ccccc3c21	?	2%	?

An excerpt of these results, bar-delimited.
SMILES | DT40 TDP1 CPT | TDP1 inh | DT40 TDP1 no CPT
Cc1c(NC(=O)COC(=O)c2ccc(Cl)nc2)c(=O)n(-c2ccccc2)n1C | 4% | -9% | -7%
COc1ccc2nc(NC(=O)c3nc(S(=O)(=O)Cc4ccccc4F)ncc3Cl)sc2c1 | 0.92µM* | 0% | 1.5µM*
COc1ccc(CNC(=O)Nc2nc(C(N)c3ccccc3)cs2)cc1 (stereo not given) | ? | nt | 21µM*
COCCNC(=O)CN(C(=O)CCC(=O)Nc1ccccn1)c1ccc(C)c(C)c1 | 31%[activator] | nt | 5%

The results go on.
SMILES	DT40 TDP1 CPT	TDP1 inh	DT40 TDP1 no CPT
CCN(c1ccccc1)S(=O)(=O)c1ccc(Cl)c(C(=O)NCCc2ccc(OC)cc2)c1	18µM*	0%	?
O=C(CCc1ccccc1)N1CCN(C(=O)CCc2ccccc2)CC1	1%	nt	-20%
COc1ccc(OC)c(CCNC(=O)CCc2nnc3ccc(N4CCOCC4)nn23)c1	?	0%	2%
Cc1cc(F)ccc1C(O)c1ncc(-c2ccc3ccccc3c2)[nH]1 (stereo not given)	-27%	nt	?
CN1CCC(C(=O)N2CCCC(C(=O)c3ccc4c5c(cccc35)CC4)C2)CC1 (stereo not given)	?	nt	18µM*
CCN(CC)S(=O)(=O)c1ccc2c(c1)nc(CN(C)C(=O)Nc1ccc(F)cc1)n2C	?	4%	?
Nn1c(Cc2cccc3ccccc23)nnc1SCc1c(Cl)cccc1Cl	?	-5%	16µM*
O=C(c1cccc(NS(=O)(=O)c2ccc(Br)cc2)c1)N1CCN(c2ccccc2O)CC1	-4%	3%	-20%
Cc1nc2nc(C)c(CCC(=O)NCCc3ccccc3)c(C)n2n1	0%	6%	2%
CCCCn1c(NC(=O)c2ccccc2Cl)c(C#N)c2nc3ccccc3nc21	23µM*	-8%	26µM*
CN(Cc1ccccc1)c1ncnc2c1nc1n2CCCC1	10%	6%	-2%
Cc1ccc(NC(=O)N2CCCCCC2)c(C)c1	-21%	4%[56.1 µM]	-2%
O=C(Cn1c(=O)n(CC2CCCO2)c(=O)c2ccccc21)Nc1ccc(F)cc1F (stereo not given)	-7%	-1%	-18%
CCOc1ccc(OCCCN(C)C)cc1	12%	-9%	3%
C[C@@H](NC(=O)Cn1ccc(NC(=O)OCc2ccccc2)nc1=O)c1cccc2ccccc12	?	2%	?
Oc1ccc(/C=N/NC(=S)Nc2cccnc2)cc1O	17%	1%	-5%
O=S1(=O)c2c(F)cccc2OC(COCc2ccccc2)CN1C1CCCC1 (stereo not given)	?	nt	21µM*
CN1CCS/C1=C/C=C1\SC(=S)N(CC(=O)O)C1=O	-5%	0%	-25%
Cn1cnnc1SCC(=O)Nc1ccc(OC(F)F)cc1	15%	-3%	11%
COc1ccc(CCn2c(SCCN3CCCCC3)nc3ccccc3c2=O)cc1OC	?	4%	16µM*
CC(C)(C)Cc1cc(N)on1	-9%	4%	-4%
CCN(CCNC(=O)C1CCN(S(=O)(=O)c2cccc3nsnc23)CC1)c1ccccc1	?	6%	?
COc1cc(NCc2ccccc2)c2ncn(Cc3ccccc3)c2c1	?	12%	?
Cc1cc(N2CCN(c3ccccc3F)CC2)nc2cc(O)ccc12	?	5%	?
Cc1ccsc1/C=C1\SC(N2CC(C)OC(C)C2)=NC1=O (stereo not given)	?	2%	15µM*

Entries shown so far that contain bromine:
SMILES	DT40 TDP1 CPT	TDP1 inh	DT40 TDP1 no CPT
OC(CNC1CCCC1)COc1ccccc1Br (stereo not given)	-18%	nt	?
O=C(c1cccc(NS(=O)(=O)c2ccc(Br)cc2)c1)N1CCN(c2ccccc2O)CC1	-4%	3%	-20%

Next part
SMILES	DT40 TDP1 CPT	TDP1 inh	DT40 TDP1 no CPT
CCC(=O)Nc1ccc(-n2nnnc2SCC(=O)NNC(=O)c2ccco2)cc1	-2%	-2%	26%
CCN(CC(=O)Nc1ccc(N2CCOCC2)cc1)C(=O)c1ccc(C(F)(F)F)cc1	-9%	0%	-14%
CCC(C)n1c(SCC(=O)NC2CCCC2)nc2ccccc2c1=O (stereo not given)	?	nt	?
Cc1cccc(C(=O)NC(CC(=O)O)c2ccc(OC3CCCC3)cc2)c1[N+](=O)[O-] (stereo not given)	5%	8%	-3%
Cc1cc(Cl)c2oc(C(=O)N3CCN(c4cnccn4)CC3)c(C)c2c1	?	nt	?
CCCCCn1c(=NC(=O)c2cccnc2)c(C#N)cc2c(=O)n3cccc(C)c3nc21	?	nt	?
Cc1cccc(Cn2c(=O)c3c(nc4n3CCN4Cc3ccco3)n(C)c2=O)c1	21µM*	-2%	21µM*
CC(=O)Nc1cccc(NC(=O)CCCC2CCCCC2)c1	-16%	3%	-7%
Cc1ccccc1-n1c(SCC(=O)Nc2cccc3ccccc23)nc(O)cc1=O	-1%	2%	19%
COc1ccc(NC(=O)/C(C#N)=C/c2c(C)nn(-c3ccc(F)cc3)c2Cl)cc1OC	?	3%	?
O=C(NCC1CCCO1)C1CCC(=O)N1CCc1ccccc1 (stereo not given)	11%	2%	-3%
Cc1cccc(NC(=S)NCC2CCCO2)c1 (stereo not given)	-21%	0%	-26%
CC(C)(C)NC(=O)c1cccc(NC(=O)c2ccco2)c1	-27%	-2%	-22%
COc1ccc(F)cc1C(=O)C1CCCN(C(=O)CCc2ccccn2)C1 (stereo not given)	16µM*	7%	18µM*
C/C(=N/NC(=O)CNC(=O)Cc1ccccc1)c1ccco1	-5%	3%	3%
Cc1ccc(CNC(=O)c2ccc(Cn3nc(C)cc3C)o2)cc1	-9%	2%	-24%
O=C(Nn1cnnc1)c1ccc([N+](=O)[O-])cc1Cl	-12%	nt	3%
O=C(Oc1cccccc1=O)c1ccccc1	18µM*	4%	21µM*
O=C(C1CCC(=O)N1Cc1ccccc1Cl)N1CCN(c2cccc(Cl)c2)CC1 (stereo not given)	23µM*	2%	23µM*
O=C(Nc1ccc(S(=O)(=O)Nc2cnc3ccccc3n2)cc1)c1cccc(OC(F)F)c1	-19%	nt	-28%
CC(=O)c1ccc(Oc2ncnc3sccc23)c(CN2CCOCC2)c1	-7%	7%[56.1 µM]	-11%
COc1ccc(/C=C2\C(=N)N3N=C(CC(=O)N4CCCCC4)SC3=NC2=O)cc1	1%	3%	15%
COc1ccc2cc(/C=C3\SC(=S)NC3=O)c(N3CCOCC3)nc2c1	?	5%	12µM*
COc1ccc2nc(-c3ccccc3)cc(C(=O)OCC(=O)N3CCCCC3)c2c1	?	45µM*	?
COC(=O)C1CCN(C(=O)c2ccc(OC)c(S(=O)(=O)N3CCCc4ccccc43)c2)CC1	?	3%	?

(listing goes on)
SMILES	DT40 TDP1 CPT	TDP1 inh	DT40 TDP1 no CPT
CN(C)c1ccc(/C=C/c2ccnc3ccccc23)cc1Br	8.9µM*	nt	7.1µM*
CCNC(=O)C1(C)CCCN1C(=O)c1ccc(F)c(Cl)c1 (stereo not given)	-19%	nt	?
COc1cc2c(cc1OC)C1(O)C(=O)c3ccc(O)c(C(=O)O)c3OC1CO2 (stereo not given)	?	12%[56.1 µM]	-9%
COc1ccc(OC)c(NC(=O)CCNC(=O)N2CC(=O)Nc3ccccc32)c1	-6%	nt	7%
CC1Sc2ccc(S(=O)(=O)CCC(=O)NCc3ccccc3Cl)cc2NC1=O (stereo not given)	?	6%	?
Cc1ccc(N(CC(=O)NCc2ccco2)S(=O)(=O)c2ccccc2)cc1	-27%	3%	-15%
Cn1c2ccccc2c2nnc(SCC(=O)NC3CCCC3)nc21	-2%	nt	?
Cc1cccc(CN2[C@H](CO)C=CS2(=O)=O)c1	7%	nt	27%
Cc1cc(OCC(=O)Nc2ccccc2N2CCOCC2)c(C(C)C)cc1Cl	16µM*	-5%	15µM*
CC(C)(O)C(=O)N/N=C\c1ccc(OC/C=C/c2ccccc2)cc1	?	1%[56.1 µM]	?
CCOC(=O)COc1nc(OC)nc(N2CCOCC2)n1	4%	-2%	8%
Cc1[nH]c2ccccc2c1/C=N/NC(=O)c1ccccc1	-15%	nt	?
CCOC(=O)c1nc(NCc2ccccc2C)c2ccccc2n1	?	8%	?
O=c1ccc2ccc(O[C@@H]3O[C@H](CO)[C@@H](O)[C@H](O)[C@H]3O)c(O)c2o1	-5%	1%&3%	11%
CN(C)S(=O)(=O)c1ccc(C(=O)NN2C(=O)NC3(CCCCC3)C2=O)cc1	4%	-6%	0%
CCc1nc(N2CCC3(CC2)OCCO3)c2nnn(Cc3ccccc3Cl)c2n1	?	2%	16µM*
C[C@H]1CN([C@@H](C)CO)S(=O)(=O)c2ccc(Br)cc2O[C@H]1CN(C)Cc1ccccc1F	16µM*	nt	23µM*
CCOC(=O)CNC(=O)c1cn(CC)c(=O)c2cc(OC)c(OC)cc12	-3%	-1%	-5%
COc1ccc(NC(=O)c2ccc(NC(=O)CCS(=O)(=O)c3cccs3)cc2)cc1	6%&3%	-7%&5%	?
O=C(c1cc(S(=O)(=O)N2CCCC2)c[nH]1)N1CCN(c2cccc(Cl)c2)CC1	?	0%	-65%
Cc1nnc(SCC(=O)Nc2ccccc2N2CCOCC2)s1	0%	2%	3%
